Rac1 wt GTP bind: modulators of human Rac1 wildtype GTP binding; P63000; GST-Rac1 beads, fluorescent GTP binding, flow cytometry; actives lie on both sides; 0 = cold GTP competed, 100 = untreated; GTP binding activity (% of control), % at 10 µM; actives 0.27% (n = 190,000);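 active means GTP binding activity at least 20 points away from the 100% control level, either lower or higher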
Rab7 wt GTP bind: modulators of GTP binding to dog Rab7 wildtype GTPase; GTP binding activity (percent of control), % at 10 µM; actives 0.055% (n = 190,000); AID 758; GST-Rab7 beads, fluorescent GTP binding, flow cytometry; actives lie on both sides; untreated = 100%, excess cold GTP = 0%;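 active means fluorescent GTP binding to Rab7 beads changed by at least 20 points from the 100% baseline, either direction, mostly lower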;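 further: median green fluorescence of bound Bodipy-FL-GTP per Rab7 bead population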
Rab2A wt mod: changes GTP binding to wildtype dog Rab2A, up or down; actives 0.19% (n = 190,000); GTP binding activity, % at 10 µM; GST-Rab2 wt beads, Bodipy-GTP binding, flow cytometry; AID 760;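 active means GTP binding activity at least 20 points away from 100%, either lowered or raised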;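 further: 0% = beads with excess unlabeled GTP and 100% = no-compound control corrected for plate trend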
Mcl1-Noxa inh: disrupts binding of human Mcl-1 to Noxa peptide; Q07820; TR-FRET Mcl-1/Noxa peptide binding, 2 h; inhibition, % at 21.7 µM; actives 1.5% (n = 220,000);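 active means compounds that cut the protein-peptide binding signal by more than 50% relative to plate controls in a single-dose test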;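 further: His-tagged Mcl-1 with rhodamine Noxa BH3 peptide and terbium anti-His antibody; 0% = Mcl-1 plus Noxa peptide wells and 100% = peptide-only wells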
Target sequence (Q07820 whole entry, looked up): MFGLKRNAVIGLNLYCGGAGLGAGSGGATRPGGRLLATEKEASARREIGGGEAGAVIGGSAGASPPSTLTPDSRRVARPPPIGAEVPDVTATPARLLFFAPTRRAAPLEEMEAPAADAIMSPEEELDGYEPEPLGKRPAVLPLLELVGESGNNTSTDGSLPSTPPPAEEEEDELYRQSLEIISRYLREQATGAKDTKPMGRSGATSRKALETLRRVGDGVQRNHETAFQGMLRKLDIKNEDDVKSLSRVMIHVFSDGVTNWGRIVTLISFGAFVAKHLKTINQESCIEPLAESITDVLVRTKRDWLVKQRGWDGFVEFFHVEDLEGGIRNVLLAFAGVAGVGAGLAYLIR
Pf gametocyte: kills late stage P. falciparum gametocytes. P. falciparum stage V gametocytes, ATP luminescence, 24 h. inhibition, % at 10.9 µM. actives 0.065% (n = 150,000). AID 743093;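 active means inhibition above the mean plus 3 SD of compounds within the control limits, set per campaign, cut at about 38% in these data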;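 further: 0% = DMSO wells and 100% = medium only without gametocytes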
Rac1 act GTP bind: alters GTP binding to activated mutant human Rac1 | P63000 | GST-Rac1 activated beads, fluorescent GTP binding, flow cytometry; actives lie on both sides; 100% means binding = to untreated wells | percent activity (GTP binding), % at 10 µM | actives 0.11% (n = 190,000) | AID 764;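 active means GTP binding at least 20 percentage points away from the 100% baseline, in either direction, so actives lie on both sides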
ABCG2 block: human ABCG2 inhibition, ABCB1 as counter-screen. inhibition, % at 6.6 µM. IgMXP3 cells, JC-1 efflux, flow cytometry. actives 0.1% (n = 190,000). AID 1325. Q9UNQ0;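 active means inhibition above 80%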;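 further: 0% = DMSO and 100% = nicardipine control wells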
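material = IgMXP3 (ABCG2) plus far-red-tagged CCRF-Adr (ABCB1) cells | amount = 3 million cells/mL, equal mix of both lines | also added = JC-1 transporter substrate | dosing = one concentration, 6.6 µM final | schedule = 10 min at 25 °C | measured by = flow cytometric JC-1 green MFI at 530 nm | read-out basis = percent efflux inhibition, scaled nicardipine 100% to DMSO 0%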
Avidin fluor: compound fluoresces at 488/530 nm on avidin beads; AID 1775; actives 0.38% (n = 220,000); fluorescence (KMESF) at 10 µM; compound fluorescence 488/530 nm, flow cytometry; stronger effect = higher value; in the data active means fluorescence above about 47; further: inactives centre near 10
HRas wt GTP bind: changes GTP binding to wildtype human HRas; GST-Ras wt beads, Bodipy-FL-GTP binding, flow cytometry; actives lie on both sides; GTP binding activity, % at 10 µM; actives 0.14% (n = 190,000);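 active means GTP binding activity at least 20% away from the 100% baseline, either lowered as inhibitor or raised as activator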;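 further: 0% = unlabeled GTP competition control and 100% = no-compound control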
Target sequence (P01112 whole entry, looked up): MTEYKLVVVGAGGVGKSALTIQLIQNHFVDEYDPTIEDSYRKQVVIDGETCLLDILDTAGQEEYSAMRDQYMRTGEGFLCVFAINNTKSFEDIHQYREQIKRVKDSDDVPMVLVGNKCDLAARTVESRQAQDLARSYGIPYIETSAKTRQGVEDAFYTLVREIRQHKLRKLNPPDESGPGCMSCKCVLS
ABCB1 inh: inhibitors of human ABCB1 transporter, ABCG2 counter-screen | P08183 | CCRF-Adr cells, JC-1 efflux, flow cytometry | inhibition, % at 6.6 µM | actives 0.067% (n = 190,000) | AID 1326; in the data active means inhibition above about 40%;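 further: 0% = vehicle and 100% = reference inhibitor; higher value means more JC-1 retained so stronger ABCB1 efflux block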
Cdc42 wt: modulators (inhibitors or activators) of GTP binding to human Cdc42 wildtype. actives 0.2% (n = 190,000). P60953. AID 761. GST-Cdc42 beads, Bodipy-GTP binding, flow cytometry; actives lie on both sides. percent activity (GTP binding), % at 10 µM;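 active means percent activity GTP binding at least 20 points away from the 100% baseline, either down as inhibitor or up as activator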;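 further: median bead fluorescence of bound Bodipy-FL-GTP at 100 nM; 0% = excess unlabeled GTP control and 100% = no compound control; below 100% means less GTP binding so inhibitor and above means activator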
Target sequence (P60953 whole entry, looked up): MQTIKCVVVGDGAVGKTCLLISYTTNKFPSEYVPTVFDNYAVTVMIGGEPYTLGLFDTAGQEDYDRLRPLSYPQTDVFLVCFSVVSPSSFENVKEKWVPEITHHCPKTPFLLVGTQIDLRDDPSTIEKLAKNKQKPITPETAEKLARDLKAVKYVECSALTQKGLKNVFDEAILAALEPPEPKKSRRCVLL
Numbers without * were called inactive; x = not tested or not shown.

1. CN(C(=O)COC(=O)c1ccc2c(=O)n3c(nc2c1)CCC3)C1CCS(=O)(=O)C1 (stereo unspecified)
2. Oc1ccc(-c2[nH]ncc2-c2ccc(Cl)cc2)c(O)c1
3. NC(=O)CSc1nnc(-c2ccc3c(c2)OCO3)o1
4. Cc1nc(N)nc(N)c1/C=C/C(C)(C)c1ccc(Cl)cc1
5. CC(C)c1nc2n[nH]c(N)c2c2c1CCCC2
6. CNC(=O)COc1ccc(Cl)c2cccnc12

assay / compound,1,2,3,4,5,6
Cdc42 wt,95,97,101,86,98,97
Mcl1-Noxa inh,3,0,-7,15,-5,21
ABCG2 block,4,1,-3,1,0,13
Rac1 act GTP bind,91,97,95,91,97,95
Pf gametocyte,x,-15,-5,x,x,x
Rab7 wt GTP bind,94,97,101,98,93,110
Rac1 wt GTP bind,90,98,95,86,98,98
ABCB1 inh,0.2,-0.1,-0.2,1.2,0.1,0.3
Rab2A wt mod,92,99,97,94,96,98
HRas wt GTP bind,97,98,96,91,96,97
Avidin fluor,10,7,9,7,8,10

7. COc1ccc(/C=N/NC(=O)c2ccc(N)cc2)cc1Cn1cc([N+](=O)[O-])cn1
8. N#CCOc1nc(N2CCOCC2)nc(N2CCOCC2)n1
9. O=C(CSc1ccc(-c2ccco2)nn1)Nc1ccccc1
10. CC1(C)CC(=O)C2=C(C1)N(c1ccccc1C#N)C(N)=C(C#N)C2c1cccs1 (stereo unspecified)
11. CCOC(=O)N1CCC(N2CCN(c3cc(C)ccc3C)CC2)CC1
12. Cn1c(=O)c2cc(S(=O)(=O)N3CCOCC3)ccc2n(C)c1=O

assay / compound,7,8,9,10,11,12
Cdc42 wt,97,97,95,99,101,93
Mcl1-Noxa inh,10,5,20,-1,12,3
ABCG2 block,-2,2,0,2,0,0
Rac1 act GTP bind,96,98,95,97,100,94
Pf gametocyte,-13,-7,16,4,x,x
Rab7 wt GTP bind,97,98,93,103,99,93
Rac1 wt GTP bind,98,96,95,103,102,94
ABCB1 inh,-0.6,0.2,-0.1,-0.3,0.2,0.0
Rab2A wt mod,98,97,94,100,99,91
HRas wt GTP bind,95,98,94,100,100,94
Avidin fluor,3,6,22,20,16,4

13. O=C1N/C(=N\N=C\c2cccnc2)SC1Cc1ccc(SC(F)F)cc1 (stereo unspecified)
14. CC(=O)N/N=C/c1cc([N+](=O)[O-])ccc1OCCOc1ccccc1
15. CCOc1ccccc1C(=O)NCC(=O)OCc1c(C)noc1C
16. Cc1cc(C)nc(NS(=O)(=O)c2ccc(NC(=O)c3ccc(S(=O)(=O)N4CC(C)OC(C)C4)cc3)cc2)n1 (stereo unspecified)
17. CCOC(=O)c1cc2c(ccn2C)n1CC(=O)N(Cc1ccccc1)c1ccccc1
18. COc1ccc(-c2nsc3c(SCc4ccccc4)ncnc23)cc1

assay / compound,13,14,15,16,17,18
Cdc42 wt,101,99,99,104,98,99
Mcl1-Noxa inh,-34,16,23,0,16,14
ABCG2 block,5,3,5,-6,4,-2
Rac1 act GTP bind,98,94,100,100,98,100
Pf gametocyte,-9,x,13,x,-3,-20
Rab7 wt GTP bind,100,94,93,99,97,100
Rac1 wt GTP bind,107,98,99,104,102,102
ABCB1 inh,0.3,0.9,0.4,-0.7,x,-0.4
Rab2A wt mod,99,94,99,102,98,101
HRas wt GTP bind,99,97,100,100,101,101
Avidin fluor,16,20,15,23,16,18

19. O=C(O)CN1CCN(c2ncc(C(F)(F)F)cc2Cl)CC1
20. Cc1ccc(OCCn2cnc3cc([N+](=O)[O-])ccc3c2=O)cc1
21. COc1ccc(NS(=O)(=O)CC(C)C)c(OC)c1
22. COC(=O)c1ccc(OCC(=O)NC(C)(C)C)cc1
23. Cc1cc(Cl)ccc1NC(=S)N1CCN(Cc2ccccc2)CC1

assay / compound,19,20,21,22,23
Cdc42 wt,89,79*,102,102,100
Mcl1-Noxa inh,5,20,11,5,8
ABCG2 block,-1,13,4,18,0
Rac1 act GTP bind,92,87,98,100,98
Pf gametocyte,-21,-11,10,-3,23
Rab7 wt GTP bind,98,100,104,100,100
Rac1 wt GTP bind,87,90,101,103,105
ABCB1 inh,0.1,1.7,0.7,-2.1,-0.1
Rab2A wt mod,93,79*,97,100,96
HRas wt GTP bind,90,82,100,101,98
Avidin fluor,3,10,4,16,8

From entry 9 as far as 20, as listed above:
9. O=C(CSc1ccc(-c2ccco2)nn1)Nc1ccccc1
10. CC1(C)CC(=O)C2=C(C1)N(c1ccccc1C#N)C(N)=C(C#N)C2c1cccs1 (stereo unspecified)
11. CCOC(=O)N1CCC(N2CCN(c3cc(C)ccc3C)CC2)CC1
12. Cn1c(=O)c2cc(S(=O)(=O)N3CCOCC3)ccc2n(C)c1=O
13. O=C1N/C(=N\N=C\c2cccnc2)SC1Cc1ccc(SC(F)F)cc1 (stereo unspecified)
14. CC(=O)N/N=C/c1cc([N+](=O)[O-])ccc1OCCOc1ccccc1
15. CCOc1ccccc1C(=O)NCC(=O)OCc1c(C)noc1C
16. Cc1cc(C)nc(NS(=O)(=O)c2ccc(NC(=O)c3ccc(S(=O)(=O)N4CC(C)OC(C)C4)cc3)cc2)n1 (stereo unspecified)

assay / compound,9,10,11,12,13,14,15,16
Cdc42 wt,95,99,101,93,101,99,99,104
Mcl1-Noxa inh,20,-1,12,3,-34,16,23,0
ABCG2 block,0,2,0,0,5,3,5,-6
Rac1 act GTP bind,95,97,100,94,98,94,100,100
Pf gametocyte,16,4,x,x,-9,x,13,x
Rab7 wt GTP bind,93,103,99,93,100,94,93,99
Rac1 wt GTP bind,95,103,102,94,107,98,99,104
ABCB1 inh,-0.1,-0.3,0.2,0.0,0.3,0.9,0.4,-0.7
Rab2A wt mod,94,100,99,91,99,94,99,102
HRas wt GTP bind,94,100,100,94,99,97,100,100
Avidin fluor,22,20,16,4,16,20,15,23

17. CCOC(=O)c1cc2c(ccn2C)n1CC(=O)N(Cc1ccccc1)c1ccccc1
18. COc1ccc(-c2nsc3c(SCc4ccccc4)ncnc23)cc1
19. O=C(O)CN1CCN(c2ncc(C(F)(F)F)cc2Cl)CC1
20. Cc1ccc(OCCn2cnc3cc([N+](=O)[O-])ccc3c2=O)cc1

assay / compound,17,18,19,20
Cdc42 wt,98,99,89,79*
Mcl1-Noxa inh,16,14,5,20
ABCG2 block,4,-2,-1,13
Rac1 act GTP bind,98,100,92,87
Pf gametocyte,-3,-20,-21,-11
Rab7 wt GTP bind,97,100,98,100
Rac1 wt GTP bind,102,102,87,90
ABCB1 inh,x,-0.4,0.1,1.7
Rab2A wt mod,98,101,93,79*
HRas wt GTP bind,101,101,90,82
Avidin fluor,16,18,3,10

Screening results from PubChem BioAssay.
